Source: PubChem BioAssay
PvdQ inh: P. aeruginosa PvdQ acylase inhibitors, primary screen, biochemical, fluorescence, plate reader and imaging, single point | PvdQ acylase [Pseudomonas aeruginosa LESB58] | inhibition, % at 10 µM | 340,000 tested, 0.063% active | AID 488965, 2010 | purified PvdQ acylase; in the data active means inhibition above about 30%, passing the limit was not always enough;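 further: 0% = vehicle neutral wells and 100% = reference inhibitor wells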
CAL PDZ FP-1: untagged CAL PDZ binding inhibitors, primary screen, biochemical, fluorescence polarization, HTS. purified CAL PDZ, TMR-peptide fluorescence polarization, 1 h. inhibition, % at 24.9 µM. 300,000 tested, 0.92% active. AID 602252, 2012;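 active means mean inhibition of at least 30% with at least half of replicates also reaching 30%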;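 further: 0% = DMSO neutral control and 100% = excess unlabeled competitor peptide PRC23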
dFosB activator: activators of delta FosB homodimer, primary screen, biochemical, fluorescence polarization, TAMRA-CDK5 oligo, single point. Protein FosB (Mus musculus), P13346. purified delta FosB; percent of positive-control signal above neutral wells. activation, % at 25 µM. 340,000 tested, 0.99% active. AID 493131, 2011;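 active means mean activation above about 17%, with every replicate also reaching it, limit read from the data, passing the limit was not always enough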;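 further: fluorescence polarization rise as delta FosB binds a TAMRA Cdk5 AP-1 oligo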
MITF TRPM1 HTS: activators of MITF-driven TRPM1 promoter reporter, primary screen, cell-based, SK-MEL-5, luciferase, single point; AID 588334, 2011; 300,000 tested, 0.75% active; SK-MEL-5 TRPM1-promoter luciferase, 24 h; % of positive control, neutral wells = 0; activation, % at 12.5 µM;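 active means mean activation of at least 80% with every replicate also reaching 80%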;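 further: 0% = neutral control wells and 100% = parthenolide positive control wells; values of inactives mirror those of a sister screen read the other way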
PfHsp90 yeast 2: growth inhibition of PfHsp90-expressing yeast, primary screen, antimalarial PfHsp90 inhibitor project, S. cerevisiae, BacTiter-Glo luminescence, single point, set 2; BacTiter-Glo ATP, 48 h; yeast lacking PDR1 and PDR3 efflux regulators; 310,000 tested, 0.32% active; AID 504621, 2011; inhibition, % at 9.4 µM;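 active means every replicate shows inhibition above about 80%, whatever the replicate mean, limit read from the data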;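 further: 0% = DMSO neutral controls and 100% = 20 µM radicicol positive controls; yeast relying on Plasmodium falciparum Hsp90 in place of its own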
Rtt109 HAT inh: inhibitors of C. albicans Rtt109/Vps75 HAT, primary screen, biochemical, ThioGlo CoA-SH fluorescence, plate reader | Histone acetyltransferase RTT109 (Candida albicans (strain SC5314 / ATCC MYA-2876)), … | purified Rtt109/Vps75, 4 h | inhibition, % at 34.9 µM | 330,000 tested, 0.16% active;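 active means inhibition of at least 50% in every replicate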
Target sequence (Q5AAJ8 whole entry, looked up): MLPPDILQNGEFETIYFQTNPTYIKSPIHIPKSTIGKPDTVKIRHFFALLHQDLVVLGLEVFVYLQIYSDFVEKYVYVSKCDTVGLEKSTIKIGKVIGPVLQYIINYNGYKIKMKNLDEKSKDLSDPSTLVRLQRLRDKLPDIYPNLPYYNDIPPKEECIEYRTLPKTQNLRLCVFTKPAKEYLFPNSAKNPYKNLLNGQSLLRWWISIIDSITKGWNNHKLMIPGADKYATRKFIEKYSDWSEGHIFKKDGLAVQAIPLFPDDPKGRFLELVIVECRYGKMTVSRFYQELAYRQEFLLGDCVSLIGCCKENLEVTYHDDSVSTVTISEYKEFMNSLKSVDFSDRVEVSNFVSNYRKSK
CAL PDZ FP-2: CAL PDZ peptide-binding inhibitors, primary screen, biochemical, fluorescence polarization, Cer-tagged CAL PDZ, HTS. purified CAL PDZ, TMR-peptide fluorescence polarization, 1 h. inhibition, % at 20 µM. Golgi-associated PDZ and coiled-coil motif-containing protein (Homo sapiens), Q9HD26. AID 504414, 2011. 330,000 tested, 0.02% active;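 active means highest replicate inhibition of at least 40%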;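 further: plate controls were DMSO neutral control wells for no effect and unlabeled competitor peptide control wells for full effect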
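System: tagged CAL PDZ domain. Schedule: 1 h room-temperature incubation prior to read. Signal: fluorescence polarization (mP). Measure: percent inhibition from loss of millipolarization.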
NSD2 HMT inh: NSD2 histone methyltransferase inhibitors, primary screen, biochemical, AlphaScreen, single concentration, set 2. NSD2 peptide methylation, 120 min. 310,000 tested, 0.54% active. inhibition, % at 12.5 µM. AID 743445, 2014; in the data active means inhibition above about 50%
SR-BI DiI inh: inhibitors of SR-BI mediated HDL lipid uptake, primary screen, ldlA[mSR-BI] cells, fluorescence, single point. inhibition, % at 12.5 µM. Scavenger receptor class B member 1 (Mus musculus), Q61009. 320,000 tested, 0.96% active. ldlA[mSR-BI] CHO cells, DiI-HDL uptake fluorescence, 3 h;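 active means mean replicate inhibition of at least 70% and a set share of replicates each scoring 70 or more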;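 further: 0% = median of neutral control wells and 100% = median of positive control wells; values of inactives mirror those of a sister screen read the other way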
Target sequence (Q61009 whole entry, looked up): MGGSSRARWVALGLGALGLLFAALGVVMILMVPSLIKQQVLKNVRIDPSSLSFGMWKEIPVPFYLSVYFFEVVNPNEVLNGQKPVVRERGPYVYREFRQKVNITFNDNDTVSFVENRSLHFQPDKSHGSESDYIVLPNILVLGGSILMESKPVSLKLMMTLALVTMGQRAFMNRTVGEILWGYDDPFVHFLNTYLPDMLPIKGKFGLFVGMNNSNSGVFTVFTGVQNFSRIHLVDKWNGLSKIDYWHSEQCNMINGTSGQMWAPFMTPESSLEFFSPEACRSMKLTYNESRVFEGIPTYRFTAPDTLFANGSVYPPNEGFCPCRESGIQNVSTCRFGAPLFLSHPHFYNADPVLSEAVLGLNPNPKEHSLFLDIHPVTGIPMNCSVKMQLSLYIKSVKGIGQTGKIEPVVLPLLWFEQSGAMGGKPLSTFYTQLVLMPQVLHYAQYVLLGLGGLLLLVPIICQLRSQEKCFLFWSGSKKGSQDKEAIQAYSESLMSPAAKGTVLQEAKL
SR-BI uptake up: activators of SR-BI mediated DiI-HDL uptake, primary screen, ldlA[mSR-BI] CHO cells, DiI fluorescence. 320,000 tested, 0.096% active. AID 504775, 2011. 3 h; 100 = double the neutral-control signal. activation, % at 12.5 µM;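 active means mean replicate activation of at least 60% and every replicate at or above 60%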;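 further: 0% = median plate neutral-control signal and 100% = twice that signal; values of inactives mirror those of a sister screen read the other way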
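Test system: SR-BI-overexpressing, LDLR-lacking CHO cells; Medium: Ham's F12 with 0.5% BSA, HEPES 25 mM, pH 7.4; Schedule: 3 h, 37 °C; Technique: bottom-read fluorescence, 550/595 nm.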
The depositor's hits bear a star; · = no result given.

structure	PvdQ inh	CAL PDZ FP-1	dFosB activator	MITF TRPM1 HTS	PfHsp90 yeast 2	Rtt109 HAT inh	CAL PDZ FP-2	NSD2 HMT inh	SR-BI DiI inh	SR-BI uptake up
CCN(CC)N=Nc1ccc(S(=O)(=O)Nc2c(C)n(C)n(-c3ccccc3)c2=O)cc1	-15	18	-4	·	18	5	0.1	-4	-19	19
Cc1ccc(S(=O)(=O)N2CCC(C(=O)NCCCN3CCCC3=O)CC2)cc1	-7	2	1	3	5	4	0.2	-2	-3	3
Cc1nn(-c2ccccc2)c(C)c1/C=C1\C(=O)N(C)C(=S)N1C	-3	-1	-8	14	40	14	-3.1	9	22	-22
COCCN(Cc1cc2cc(C)ccc2nc1Cl)C(=O)Nc1ccccc1OC	-16	·	-6	·	16	16	-0.2	-2	16	-16
NS(=O)(=O)c1ccc(NC(=O)CSc2nnc(Cc3cccs3)n2-c2ccccc2)cc1	-8	0	-11	-9	9	10	-1.0	-1	10	-10
COc1cccc2cc(-c3csc(CCn4nc(C)cc4C)n3)c(=O)oc12	-1	·	-29	·	7	5	-3.3	-5	2	-2
COc1ccc(-n2c(CCC(=O)O)ccc2-c2ccc(F)cc2)c(OC)c1	-9	-4	7	-4	10	-7	0.7	12	1	-1
COc1ccc(NC(=O)/C=C/c2ccccc2)c([N+](=O)[O-])c1	-3	-6	2	51	-22	-2	-0.4	-1	-8	8
Cc1ccc(NC(=O)CN(C)Cc2cc(=O)n3ccsc3n2)cc1	-13	-4	-11	5	-28	-3	-4.9	-2	·	·
CC(C)CCn1c(O)c(N=NC(=O)c2ccco2)c2ccccc21	-7	1	-5	-14	-9	7	-1.0	1	-5	5
C[C@H](CO)N1C[C@H](C)[C@@H](CN(C)C(=O)Nc2ccc3c(c2)OCO3)Oc2c(cccc2N(C)C)C1=O	-10	-6	-7	-2	2	7	-0.2	·	-7	7
CC(C)(C)c1ccc(OCC(O)CN2CCN(c3ccccn3)CC2)cc1 (stereo unspecified)	4	-3	-7	13	-13	14	0.1	4	5	-5
CC(=O)N1c2ccc(S(=O)(=O)N(C)CC(=O)N(C)Cc3ccccc3)cc2CC1C (stereo unspecified)	-4	3	-5	-8	-13	1	-2.3	-1	21	-21
CCCN1C2CCCC1CC(NC(=S)NCCCOCC)C2 (stereo unspecified)	-3	·	1	13	-2	-1	-0.8	10	-16	16
CCOc1ncccc1C(=O)OCc1ccc(C#N)cc1	-2	2	7	-16	-3	15	-0.4	-3	11	-11

structure	PvdQ inh	CAL PDZ FP-1	dFosB activator	MITF TRPM1 HTS	PfHsp90 yeast 2	Rtt109 HAT inh	CAL PDZ FP-2	NSD2 HMT inh	SR-BI DiI inh	SR-BI uptake up
NC(=O)CC12CC3CC(C1)CC(CC(N)=O)(C3)C2	-16	-40	1	9	-22	-7	0.6	1	-1	1
O=C(CN1C(=O)C2(OCCO2)c2ccccc21)c1ccc(Cl)cc1	-1	-2	-7	1	·	24	-1.7	-1	7	-7
COc1cc(C2CC(=O)c3cnc(N)nc3C2)cc(OC)c1OC (stereo unspecified)	-16	-1	1	-3	23	-1	-0.1	0	-32	32
COc1cccc(-c2ncc3ccccc3c2COC(=O)c2ccco2)c1	-7	-4	-6	-2	-22	-8	-0.7	·	7	-7
C/C(=N\NC(=O)c1cccc(S(=O)(=O)N2CCOCC2)c1)c1cc2ccccc2o1	-14	-6	-3	-14	-9	-2	-2.6	-52	22	-22
O=C1C2ON(c3ccc(Cl)cc3)C(c3ccco3)C2C(=O)N1c1ccccc1 (stereo unspecified)	-16	-5	-5	-2	-20	-3	-2.5	-1	1	-1
CCC(C)NC(=O)CNC(=S)N(Cc1ccc(F)cc1)C1CCCCC1 (stereo unspecified)	-21	-2	-1	-15	6	-2	-0.5	2	-5	5
COC(=O)C(CCSC)NC(=O)C12CC3CC(CC(C3)C1)C2 (stereo unspecified)	-5	-2	-10	16	-7	1	-2.7	0	20	-20
COC1C(O)C(O)C(O)C(O)C1O (stereo unspecified)	-7	-2	3	-8	-8	5	-0.6	·	-20	20
O=C(CCN1C(=O)C2CCCCC2C1=O)Nc1ccc(F)c(F)c1F (stereo unspecified)	-10	·	-4	-6	22	-9	0.2	-2	1	-1
COc1ccc(-c2cc(-c3ccc(Cl)cc3)n[nH]2)c(O)c1	-14	-1	-2	122*	1	5	-0.7	0	58	-58
COc1cc(-c2n[nH]c(=S)n2-c2ccc(Br)cc2)cc(OC)c1OC	-12	3	-6	·	5	-1	-0.9	0	-17	17
CCOc1ccc(CN2CCN(S(=O)(=O)c3ccc(NC(C)=O)cc3)CC2)cc1	-20	3	-10	-11	-15	-7	-0.7	-2	44	-44
CCOC(=O)N1CCN(CC(=O)Nc2c(C(=O)OC)[nH]c3ccc(Cl)cc23)CC1	-11	-2	-2	-29	20	20	0.3	-2	27	-27
COc1ccc(/C=N/Nc2nc(=O)[nH]nc2C)cc1OC	-12	-4	3	13	-10	0	-0.7	-4	4	-4

structure	PvdQ inh	CAL PDZ FP-1	dFosB activator	MITF TRPM1 HTS	PfHsp90 yeast 2	Rtt109 HAT inh	CAL PDZ FP-2	NSD2 HMT inh	SR-BI DiI inh	SR-BI uptake up
O=C(Nc1ccc2c(c1)OCO2)C(c1ccccc1)N1CCN(C(=O)c2ccco2)CC1 (stereo unspecified)	-6	-3	-11	·	-6	-2	-3.1	·	-3	3
c1ccc(Nc2nc(-c3ccncc3)cs2)cc1	10	-4	-4	144*	-9	7	0.8	-3	39	-39
Nc1ccc(-c2nc3cc(N)ccc3s2)cc1	4	3	-7	12	4	-21	0.5	·	4	-4
CCOC(=O)C1CC(c2ccccc2)=NNC1=O (stereo unspecified)	-10	-3	-1	-1	5	-3	0.4	6	-11	11
COc1cc(CNCCSc2nnnn2C)cc(Br)c1OCc1ccccc1F	7	0	-15	13	8	20	-1.0	-4	5	-5
CCOC(=O)C1=C(c2ccccc2)NC(=O)NC1c1ccc(OC)cc1OC (stereo unspecified)	-12	-3	-13	3	14	-1	-0.8	-2	-15	15
Cc1ccc(NC(=O)Cn2ccsc2=N)c([N+](=O)[O-])c1	-15	4	0	-8	9	-4	·	-8	-3	3
CCCN(CCC)c1ccc(C(O)c2nnc(-c3ccccc3)o2)cc1 (stereo unspecified)	2	-1	-1	-5	0	11	11	0	-21	21
CCCCNC(=O)c1onc(CSc2ccc(F)cc2)c1C(=O)O	-17	-2	-2	2	8	-9	-0.1	·	11	-11
COc1cc(/C=C2\SC(=O)N(CC(=O)Nc3ccc(C)cc3)C2=O)cc(Cl)c1OCC(=O)O	-9	-3	-10	-5	-15	0	-3.4	-3	8	-8
O=C(NNC(=O)c1ccccc1C(=O)O)c1ccc(O)cc1	16	-2	4	0	-7	-1	1.1	-1	-6	6
COc1cccc(NC(=O)CCCOc2cc(=O)n(C)c3ccccc23)c1	4	-4	8	·	·	2	-1.7	-2	-13	13
Cc1cccc(CCNC(=O)c2cc(S(=O)(=O)N3CCCCC3)c[nH]2)c1	-9	·	-2	·	17	7	-1.1	·	10	-10
COc1ccc(NC(=O)CN(C)C(=O)c2ccc(NS(=O)(=O)c3ccc(F)cc3)cc2)cc1	-6	-7	-5	6	·	4	-2.3	0	12	-12
Cc1ccc(NC(=O)CC2CCCC2)c(Br)c1	-6	·	-1	57	-25	2	-0.6	-3	·	·

For convenience, some entries already given.
structure	PvdQ inh	CAL PDZ FP-1	dFosB activator	MITF TRPM1 HTS	PfHsp90 yeast 2	Rtt109 HAT inh	CAL PDZ FP-2	NSD2 HMT inh	SR-BI DiI inh	SR-BI uptake up
COc1ccc(NC(=O)CN(C)C(=O)c2ccc(NS(=O)(=O)c3ccc(F)cc3)cc2)cc1	-6	-7	-5	6	·	4	-2.3	0	12	-12
Cc1ccc(NC(=O)CC2CCCC2)c(Br)c1	-6	·	-1	57	-25	2	-0.6	-3	·	·

Other compounds
structure	PvdQ inh	CAL PDZ FP-1	dFosB activator	MITF TRPM1 HTS	PfHsp90 yeast 2	Rtt109 HAT inh	CAL PDZ FP-2	NSD2 HMT inh	SR-BI DiI inh	SR-BI uptake up
Nc1cc(=O)[nH]c(SCc2ccc(Cl)cc2Cl)n1	-3	-2	-2	-1	3	2	-0.5	-1	·	·
C[C@@H](C(=O)Nc1cc(C(F)(F)F)ccc1N1CCOCC1)N1C(=O)C2CC=CCC2C1=O (stereo partly specified)	-11	-2	-3	10	-23	6	-1.6	-2	10	-10
Cc1cc(C)cc(N2C(=O)C3CC=CCC3C2=O)c1 (stereo unspecified)	-4	1	3	·	·	5	·	-2	-21	21
COc1ccccc1N(CC(=O)NCC1CCCO1)C(=O)CCC(=O)Nc1cc(C)on1 (stereo unspecified)	6	-4	-5	17	13	5	0.1	1	7	-7
Cc1cc(C)c(NC(=O)CN2CCN(C)CC2)c(C)c1	27	0	1	15	3	9	0.3	·	-14	14
O=C(c1cc(COc2ccc3c(c2)CCCC3)on1)N1CCCC1	-9	0	-7	124*	·	2	-2.8	0	-20	20
CN(C)/C=N/c1nc2ncc(-c3ccc(Cl)cc3)c(/N=C/N(C)C)n2n1	17	-3	-9	-2	-21	7	-2.9	-7	-18	18
CC(Sc1ccc(S(=O)(=O)N2CCCCCC2)cn1)C(N)=O (stereo unspecified)	-9	-4	0	5	-10	-3	-1.6	2	-11	11

Not a hit list; 4.3% or so of the library scored in one or more.
